# CDK5 inh – inhibitors of human CDK5/p35 kinase, primary screen, biochemical, single concentration. Cyclin-dependent kinase 5 (Homo sapiens) + Cyclin-dependent kinase 5 activator 1 (Homo …. Recombinant CDK5/p35, ADP-Glo luminescence, 60 min. inhibition, % at 10 µM. hit rate 0.01% among 330,000. AID 488839, 2010;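 active = highest replicate inhibition of at least 50% and at least 75% of replicates reaching 50%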;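 note: plate controls were DMSO neutral control for no effect and GW8510 at 10 µM for full effect; many of its hits are not listed in these tables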
# Target sequence (Q00535 whole entry, looked up): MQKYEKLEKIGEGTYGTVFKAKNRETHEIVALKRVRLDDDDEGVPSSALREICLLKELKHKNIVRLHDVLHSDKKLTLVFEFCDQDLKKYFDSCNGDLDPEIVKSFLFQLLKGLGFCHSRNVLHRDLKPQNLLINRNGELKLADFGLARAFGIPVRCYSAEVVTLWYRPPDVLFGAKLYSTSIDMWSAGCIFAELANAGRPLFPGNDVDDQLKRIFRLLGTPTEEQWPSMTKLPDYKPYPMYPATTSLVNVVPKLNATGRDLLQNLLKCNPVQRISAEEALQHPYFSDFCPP
# Target sequence (Q15078 whole entry, looked up): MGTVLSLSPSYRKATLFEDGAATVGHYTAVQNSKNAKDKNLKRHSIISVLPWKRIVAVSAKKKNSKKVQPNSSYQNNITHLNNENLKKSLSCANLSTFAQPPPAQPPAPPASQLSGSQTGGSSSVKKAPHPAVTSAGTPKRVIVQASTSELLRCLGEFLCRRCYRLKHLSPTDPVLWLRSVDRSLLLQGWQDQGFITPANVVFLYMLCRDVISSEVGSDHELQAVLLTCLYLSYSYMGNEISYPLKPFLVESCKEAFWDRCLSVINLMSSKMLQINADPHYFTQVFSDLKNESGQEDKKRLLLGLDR
# SR-BI DiI inh – inhibitors of SR-BI mediated HDL lipid uptake, primary screen, ldlA[mSR-BI] cells, fluorescence, single point | Scavenger receptor class B member 1 (Mus musculus), Q61009 | ldlA[mSR-BI] CHO cells, DiI-HDL uptake fluorescence, 3 h | inhibition, % at 12.5 µM | hit rate 0.96% among 320,000 | AID 488896, 2010;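 active = mean replicate inhibition of at least 70% and a set share of replicates each scoring 70 or more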;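 note: 0% = median of neutral control wells and 100% = median of positive control wells; values of inactives mirror those of a sister screen read the other way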
# NSD2 inh – NSD2 histone methyltransferase inhibitors, primary screen, biochemical, AlphaScreen, single concentration, set 2; Histone-lysine N-methyltransferase NSD2 (Homo sapiens), O96028; AID 743445, 2014; hit rate 0.54% among 310,000; inhibition, % at 12.5 µM; NSD2 peptide methylation, 120 min; in the data active = inhibition above about 50%
# MITF TRPM1 HTS – activators of MITF-driven TRPM1 promoter reporter, primary screen, cell-based, SK-MEL-5, luciferase, single point; SK-MEL-5 TRPM1-promoter luciferase, 24 h; % of positive control, neutral wells = 0; activation, % at 12.5 µM; hit rate 0.75% among 300,000; AID 588334, 2011;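 active = mean activation of at least 80% with every replicate also reaching 80%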;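 note: 0% = neutral control wells and 100% = parthenolide positive control wells; values of inactives mirror those of a sister screen read the other way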
# HTR5A inv ag – HTR5A inverse agonists in luminescence cell assay, primary screen, counter-screen for OPRM1-OPRD1 heterodimer inverse agonist project, full-deck HTS | HTR5A cell line, inverse agonism | inhibition, % at 9.3 µM | hit rate 0.083% among 340,000 | AID 504634, 2011; in the data active = inhibition mostly above about 23%, no sharp cut-off; inactive = mostly below about 18%;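 note: 0% = cells with DMSO and 100% = no-cell wells with DMSO; some compounds called inactive have numbers as strong as hits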
# Target sequence (P47898 whole entry, looked up): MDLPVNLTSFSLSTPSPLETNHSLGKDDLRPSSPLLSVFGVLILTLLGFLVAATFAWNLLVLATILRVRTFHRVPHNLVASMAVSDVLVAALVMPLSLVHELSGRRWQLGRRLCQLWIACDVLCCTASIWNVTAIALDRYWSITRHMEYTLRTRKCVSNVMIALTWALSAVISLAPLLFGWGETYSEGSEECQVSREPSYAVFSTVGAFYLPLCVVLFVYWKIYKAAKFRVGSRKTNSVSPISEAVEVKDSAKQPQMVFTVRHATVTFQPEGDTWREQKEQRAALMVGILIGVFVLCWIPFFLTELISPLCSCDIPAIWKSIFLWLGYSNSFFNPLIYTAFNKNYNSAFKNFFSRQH
# V-ATPase pHluor – regulators of yeast V-ATPase proton pumping, primary screen, pHLuorin cytosolic pH fluorescence; S. cerevisiae; response, % at 10 µM; hit rate 0.37% among 350,000; AID 504577, 2011; in the data active = response mostly above about 7.3%, no sharp cut-off; inactive = mostly below about 5.4%; note: actives read high; inactives centre near 0; some compounds called inactive have numbers as strong as hits; reference of the scale not given here
# Wnt bcat act – Wnt/beta-catenin pathway activators, primary screen, cell-based, plate reader, single point | AID 743398, 2014 | Wnt/beta-catenin reporter cell assay, activator | activation, % at 9.35 µM | hit rate 1.2% among 300,000; in the data active = activation above about 30%, passing the limit was not always enough;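 note: 0% = neutral control wells and 100% = positive control wells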
# HTR5A ag ctr – HTR5A agonists in luminescence cell assay, primary screen, counter-screen for OPRM1-OPRD1 heterodimer agonist project, full-deck HTS | 5-hydroxytryptamine receptor 5A (Homo sapiens), P47898 | cell-based | activation, % at 9.3 µM | hit rate 0.61% among 340,000; in the data active = activation mostly above about 9.5%, no sharp cut-off; inactive = mostly below about 7.6%;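 note: 0% = cells with vehicle only and 100% = reference agonist; strong numbers were not always called active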
# dFosB act – activators of delta FosB homodimer, primary screen, biochemical, fluorescence polarization, TAMRA-CDK5 oligo, single point. Protein FosB (Mus musculus), P13346. purified delta FosB; percent of positive-control signal above neutral wells. activation, % at 25 µM. hit rate 0.99% among 340,000;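 active = mean activation above about 17%, with every replicate also reaching it, limit read from the data, passing the limit was not always enough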;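 note: fluorescence polarization rise as delta FosB binds a TAMRA Cdk5 AP-1 oligo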
# PvdQ inh – P. aeruginosa PvdQ acylase inhibitors, primary screen, biochemical, fluorescence, plate reader and imaging, single point; purified PvdQ acylase; hit rate 0.063% among 340,000; inhibition, % at 10 µM; in the data active = inhibition above about 30%, passing the limit was not always enough;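 note: 0% = vehicle neutral wells and 100% = reference inhibitor wells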
# Active calls of the source: *; nt = not tested or not shown. An unsorted share of the library, and some 5% of all compounds hit somewhere here.
SMILES	Wnt bcat act	dFosB act	V-ATPase pHluor	MITF TRPM1 HTS	PvdQ inh	SR-BI DiI inh	HTR5A ag ctr	NSD2 inh	CDK5 inh	HTR5A inv ag
O=C(Nc1c2c(nc3ccccc13)CCCC2)c1ccccc1Cl	0	-6	-5	-14	-12	-9	-3	-3	-0.2	7
COc1ccccc1CNC(=O)c1cccc(S(=O)(=O)N2CCN(c3ccc(F)cc3)CC2)c1	-3	-4	3	2	-15	-17	-4	2	-2.2	10
C=C(C)CN1CCN(c2ccc(N3C(=O)CCCC3=O)cc2[N+](=O)[O-])CC1	1	-4	-2	10	-22	nt	-3	14	-3.8	2
O=C(CCN1CCOCC1)NNC(=O)Nc1cccc(C(F)(F)F)c1	4	3	8	-1	-19	0	-2	-1	-2.3	1
CCOCCOc1nc2c(c(=O)n(C)c(=O)n2C)n1CCc1ccccc1	nt	-4	-3	-8	-19	15	-3	5	-0.3	-16
O=C(Nc1ccc(N2CCOCC2)cc1)C1CC(=O)N(c2ccc(Cl)cc2)C1 (stereo not drawn)	-1	-5	2	-8	-11	22	1	-3	-0.2	3
COCCn1c(SCc2cc(C(C)=O)ccc2OC)nc2cc(Cl)ccc2c1=O	nt	-10	1	14	-12	-1	3	-1	0.1	-12
CCC(C)N(CC(=O)Nc1cccc(C)c1C)C(=O)CCl (stereo not drawn)	nt	-8	-3	-13	8	-4	2	nt	0.0	-6
COC(=O)c1c(C(=O)OC)c(-c2ccc(C)cc2)n2c1CS(=O)C2 (stereo not drawn)	nt	0	0	1	-16	5	8	22	0.2	-23
CC(C(=O)NCc1cccs1)N1CCN(S(=O)(=O)c2ccc3c(c2)OCCCO3)CC1 (stereo not drawn)	0	-9	-4	-13	-6	7	5	-1	0.4	-12
COc1ccccc1N1CCN(C(=O)CCc2c[nH]c3ccccc23)CC1	-1	-3	-2	0	-5	20	-1	0	0.0	-1
COc1nc(N)nc2nc[nH]c12	-2	-3	-2	4	-9	-1	0	nt	0.4	-1
O=C(NCc1ccco1)/C(=C/c1cccnc1)NC(=O)c1ccco1	nt	-11	0	-2	21	-17	1	3	-0.3	16
Cc1cccc(-n2ccnc2SCC(=O)N2CCCc3ccccc32)c1C	nt	-5	-1	-5	-14	9	-4	6	-1.4	14
CCCN(CCC)CC(O)CN1C(=O)N(CN2C(=O)N(CC(O)CN(CCC)CCC)C(=O)C2(C)C)C(C)(C)C1=O (stereo not drawn)	0	7	-1	14	-5	-11	-2	20	-1.1	5
Cc1sc2nc(CN3CCOCC3)[nH]c(=S)c2c1C	-1	2	-1	-10	-6	23	3	0	-2.4	-9
O=C(CCCOc1ccccc1)N1CCN(c2ccc(F)cc2)CC1	-3	7	-3	50	11	nt	-4	14	0.3	8
CS(=O)(=O)n1nc(OC(=O)c2cccs2)cc1N	0	0	0	6	-18	-5	4	nt	-0.1	-11
Cc1onc(-c2ccccc2)c1C(=O)N/N=C/C(Br)=C/c1ccccc1	nt	-3	-3	-3	18	7	4	-2	nt	-21
Cc1ccccc1CSc1[nH]c(=O)ncc1C	-3	3	0	7	-8	-16	2	nt	nt	-8
CCCCOC(=O)/C=C/c1ccc(OC(=O)OC)c(OC(=O)OC)c1	4	0	-2	29	-8	-26	2	5	0.3	-38
CCCc1cc(=O)[nH]c(SCC(=O)N(CCC#N)c2ccc3c(c2)OCCO3)n1	-3	-4	1	14	-4	-3	6	-1	0.0	-17
CC1Cc2cc(S(=O)(=O)NCc3ccccc3)ccc2N1C(=O)C1CC1 (stereo not drawn)	-3	3	-4	-1	-17	19	5	-10	nt	-19
CCSc1oc(-c2ccco2)nc1S(=O)(=O)c1ccccc1	nt	-11	2	1	-9	-15	6	0	0.5	-2
COCC(C)n1c(C)cc(C(=O)CN2C(=O)NC(Cc3c[nH]c4ccccc34)C2=O)c1C (stereo not drawn)	nt	-7	1	28	-8	20	1	-1	-1.7	15
CC(C)C[C@H](NC(=O)C1(c2ccccc2)CCN(C(=O)[C@H]2CSCN2C(=O)OC(C)(C)C)CC1)C(=O)O	-2	3	2	4	-3	-16	6	1	0.1	1
COc1ccc([C@@H]2CC=C(C(=O)O)[C@H](c3ccc(C)cc3)N2S(=O)(=O)c2ccc(C)cc2)cc1OC	-1	-5	1	-15	-13	-13	2	nt	-0.1	-8
O=C(O)CCSc1nc2ccccc2c(=O)[nH]1	nt	3	-2	20	-10	-18	-7	-1	-1.2	18
CCC(c1nnnn1Cc1ccc(OC)cc1)N1CCN(c2ccc(OC)cc2)CC1 (stereo not drawn)	-3	-4	1	-6	1	-8	5	2	-0.2	-13
CC(=O)C1=C(C)NC(C)=C(C(C)=O)C1c1ccccc1	0	-3	3	-3	-15	-22	-2	-6	0.6	5
Cc1ccnc(SCC(=O)N2CCC(C(N)=O)CC2)n1	2	-2	4	nt	-17	3	-1	-3	-1.8	2
CCCNS(=O)(=O)c1ccc(CCC(=O)Nc2cc(Cl)ccc2Oc2ccccc2)cc1	nt	-5	-8	-8	-9	24	-4	-1	0.5	4
O=C(COC(=O)c1ccccc1C(=O)c1ccccc1)Nc1ccc(SC(F)F)cc1	nt	-6	4	2	1	-15	0	27	-0.3	-4
Cc1ccc(N2CCN(C(=O)c3ccccc3NC(=O)C3CC=CCC3C(=O)O)CC2)cc1 (stereo not drawn)	1	-6	0	-4	0	-24	-5	-2	-0.5	-6
Cc1cc(Cl)ccc1OCc1cn2cccnc2n1	16	-10	12	83*	-6	-3	9	nt	0.4	-15
CC(C)CN(CC(C)C)S(=O)(=O)N1CCC(C(=O)N2CCc3ccccc3C2)CC1	nt	-4	-5	10	-12	69	8	-6	-0.7	-4
CC(C)N(Cc1nc(-c2ccccc2)no1)C(=O)CN(C)S(=O)(=O)c1ccccc1	nt	-6	0	-9	11	12	2	0	-2.2	2
CN(CCO)c1cc(Sc2nc3ccccc3s2)c2nonc2c1[N+](=O)[O-]	-6	-9	-1	-91	-7	-25	-8	5	1.5	18
COc1cc(C(=O)NCc2cn3ccsc3n2)cc(OC)c1OC	-1	-9	0	-4	1	-10	3	nt	-0.1	-10
CCc1cc(=O)oc2cc(C)cc(OCC(=O)NCCCN3CCOCC3)c12	-1	-8	3	8	4	-6	6	-1	-1.4	8
CSc1nsc2nc(=O)c(/C=C3\C(C)=Nc4ccccc43)c(N)n12	8	-1	-3	12	1	5	2	10	-2.3	-7
C/C(=N\Nc1cc(C(F)(F)F)ccc1Cl)c1ccccc1O	nt	7	0	-3	-4	6	8	-2	0.8	-22
CCC(=O)Nc1nnc(CSCc2ccc(F)cc2)s1	nt	-1	2	22	1	-9	5	2	-0.2	-16
O=C(NCC(=O)N(Cc1cccs1)C(C(=O)NC1CCCC1)c1cccnc1)c1ccco1 (stereo not drawn)	nt	-10	-3	18	-15	-11	0	1	-3.6	-23
O=C(O)c1ccc(N2Cc3ccccc3C2)cc1O	nt	-13	0	6	-11	-16	2	nt	3.2	-20
Cc1ccc(NC(=O)c2cc(-c3cccs3)on2)cc1C	39*	-3	-1	99*	6	nt	2	2	1.5	5
O=c1[nH]nc(SCc2ccccc2Cl)n1-c1ccc2c(c1)OCCO2	2	-5	-3	nt	-7	14	nt	1	1.0	nt
O=C(NCc1ccc2c(c1)OCO2)c1cccnc1Cl	3	2	0	-3	-12	-29	1	0	1.9	-5
COc1ccc(NC(=O)CN(C)C(=O)c2ccc(NS(=O)(=O)c3ccc4[nH]c(=O)[nH]c4c3)cc2)cc1	-2	2	2	4	-10	-6	-1	1	-1.2	4
O=C(Nc1ccccc1)c1n[nH]c(Cn2cncn2)n1	nt	-2	3	-3	-14	10	0	-1	1.6	-11
O=C(O)c1ccc2nc(-c3ccco3)c(-c3ccco3)nc2c1	0	-8	-2	-4	-1	-4	0	186*	-2.7	6
S=C(NCCc1ccccc1)N1CCN(Cc2ccccc2)CC1	5	-12	1	24	1	9	4	-2	0.1	-11
Cc1ccccc1NC(=S)N(Cc1cccs1)C1CCCC1	0	-3	0	11	14	-5	1	-4	2.8	-3
O=C(N/N=C/c1ccco1)c1csc2c1CCCC2	15	2	6	37	2	-3	-1	0	0.8	3
O=C1N/C(=N\S(=O)(=O)Cc2ccccc2)S/C1=C/c1cccc([N+](=O)[O-])c1	1	-10	-1	-19	-1	nt	-3	19	-0.4	15
O=C(Nc1cccnc1)c1cnc2ccccc2n1	-1	7	-1	40	-17	-26	6	2	-0.6	-17

# The listing continues.
SMILES	Wnt bcat act	dFosB act	V-ATPase pHluor	MITF TRPM1 HTS	PvdQ inh	SR-BI DiI inh	HTR5A ag ctr	NSD2 inh	CDK5 inh	HTR5A inv ag
Cn1c(C(=O)NCc2ccccc2)cc2oc3ccccc3c21	10	-4	1	44	-8	9	1	0	1.1	6
O=C(Cn1nnc(-c2ccc(F)cc2)n1)N1CCCCC1	4	-4	3	2	-2	nt	3	-4	-1.1	-12
CN(CCc1cnn(C)c1)C(=O)CCc1nnc(CCCc2ccccc2)o1	9	0	0	25	-11	35	3	-2	0.9	-6
COc1ccc(C)cc1NC(=O)CSCc1ccccc1C	-2	-1	2	7	6	29	5	-4	1.1	-2
CC(=O)c1ccc(N2CCN(CC(O)c3ccccc3)CC2)cc1 (stereo not drawn)	1	1	-2	5	3	nt	0	3	-0.2	-7
Cc1ccccc1NC(=O)C(Cl)=C(Cl)Cl	-1	-5	0	-36	-10	-12	-6	-4	0.9	15
CC(C)C[C@H]1CNC(=S)N1CC1CCCN1C[C@H](CC(C)C)N1C[C@H](CC(C)C)N(CC2CCCCCC2)C1=S (stereo partly drawn)	-4	-3	4	-12	-10	-13	-2	nt	0.9	6
C/C=C/C(=O)Nc1cccc(C(F)(F)F)c1	nt	-6	-2	-1	-9	-14	-1	-1	-2.1	4
O=C(O)c1cccc(N2C(=O)c3cccc4c(Cl)ccc(c34)C2=O)c1	0	-6	-4	-8	-4	-16	6	5	0.2	3
Cc1ccc(S(=O)(=O)N2CCOCC2)cc1C(=O)N1CCCC1	0	-3	1	-9	-11	nt	-1	2	-0.8	-13
O=C(NCc1ccc(F)cc1)C(=O)NCC1OCCN1S(=O)(=O)c1cccs1 (stereo not drawn)	2	-15	-2	-10	5	-10	-1	nt	1.2	3
OCC(O)C1OC(Nc2ccc(Br)cc2)C(O)C1O (stereo not drawn)	1	-1	0	-8	-9	-16	-1	-2	-2.7	-8
